KB-3-1 tox – qHTS assay for MDR1-selective chemotherapeutics: Primary screen using the parental adenocarcinoma cell KB-3-1. KB-3-1 viability, CellTiter-Glo ATP luminescence, 72 h. Potency, µM (doses to about 46.1 µM), inactives show at the highest dose activity change, negative = cytotoxic, usual class: cytotoxic. 400,000 tested, 1.4% active; note: potency is the fitted concentration of half-maximal effect; % is set by controls: 0 for no effect and ±100 for the full control effect; nearly all actives have a fitted effect of over 60% in size
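Cells are dispensed, compounds pinned in, plates held at 37 °C for 72 h, then CellTiter-Glo is added and luminescence read after 10 minutes. Cell line: parental KB-3-1 in phenol-red-free DMEM, 10% FBS.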
KB-V1 MDR tox – qHTS assay for MDR1-selective chemotherapeutics: Primary screen using the drug-selected MDR subline cells KB-V1; KB-V1 MDR cells viability, CellTiter-Glo, 72 h; AID 1347076, 2019; 400,000 tested, 3.4% active; Potency, µM (doses to about 46.1 µM), for inactives: at the highest dose activity change, negative = cytotoxicity, actives largely listed as cytotoxic; note: potency is the fitted concentration of half-maximal effect; % is set by controls: 0 for no effect and ±100 for the full control effect; nearly all actives have a fitted effect of over 60% in size
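qHTS viability screen in drug-selected KB-V1 MDR cells: 72 h compound treatment at 37 degrees C, ATP luminescence end point.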
MCF10A rereplic – A quantitative high throughput screen for small molecules that induce DNA re-replication in MCF 10a normal breast cells | MCF 10A DNA re-replication, Hoechst nuclear intensity, 48 h | Potency, µM (top dose mostly 46.1 µM), for the others: at the top dose activity, positive = re-replication, hits mostly activators | 350,000 tested, 2.9% active | AID 624296, 2012; note: potency is the fitted concentration of half-maximal effect; % of control where 0% means no effect; nearly all actives have a fitted effect of over 50% in size
ATXN viability – Viability Counterscreen for Primary qHTS for Inhibitors of ATXN expression; Potency, µM (highest dose often 56.7 µM), hits mostly cytotoxic; S2 cells (HEK-293 line with an ATXN2-luciferase reporter) viability, CellTiter-Fluor protease fluorescence, 24 h; 400,000 tested, 0.49% active; note: potency is the fitted concentration of half-maximal effect; nearly all actives have a fitted effect of over 40% in size
ATXN2 expr inh – Primary qHTS for Inhibitors of ATXN expression; Potency, µM (highest dose often 57 µM), without a hit: at the highest dose activity change, negative = inhibition, hits mostly inhibitors; AID 1745845, 2022; 360,000 tested, 0.72% active; HEK-293 ATXN2-luciferase reporter, luminescence, 24 h; note: potency is the fitted concentration of half-maximal effect; % is set by controls: 0 for no effect and ±100 for the full control effect; nearly all actives have a fitted effect of over 55% in size
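ATXN2-luciferase reporter cells (luciferase flanked by upstream and downstream ATXN2 gene portions) were treated 24 h at 37 °C with compounds at up to 57 uM. SteadyGlo luminescence gave expression; GF-AFC fluorescence gave viability.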
SW480 rerep – A quantitative high throughput screen for small molecules that induce DNA re-replication in SW480 colon adenocarcinoma cells. 340,000 tested, 1.8% active. Potency, µM (titrated, usually from 46.1 µM), without a hit: top-dose re-replication activation, hits mostly activators. SW480 DNA re-replication, Hoechst DNA content imaging, 48 h. AID 624297, 2012; note: potency is the fitted concentration of half-maximal effect; % of control where 0% means no effect; nearly all actives have a fitted effect of over 55% in size
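Readout is total intensity of Hoechst-stained nuclei, excited at 405 nm and collected at 500-530 nm. Compound treatment lasted 48 hr at 37 C in 5% CO2 before staining.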
IL-1B inflam inh – qHTS for Inhibitors of Inflammasome Signaling: IL-1-beta AlphaLISA Primary Screen. THP-1 LPS/ATP IL-1B secretion, AlphaLISA, 16 h; stronger effect = lower value. 360,000 tested, 4.7% active. activity change, % at 57.5 µM. AID 743279, 2014; in the data active = activity change below about -50%; inconclusive = mostly about -30% to -49%; note: % is set by controls: 0 for no effect and ±100 for the full control effect
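THP-1 cells pretreated 1 hr with compounds (up to 57.5 uM final), then stimulated with LPS (250 ng/mL final) plus ATP (1.25 mM final); secreted IL-1B measured by AlphaLISA after 16 hr, decreased signal indicating inhibition.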
HT1080-NT tox – qHTS for induction of synthetic lethality in tumor cells producing 2HG: qHTS for the HT-1080-NT fibrosarcoma cell line; HT-1080-NT fibrosarcoma viability, CellTiter-Glo ATP luminescence, 48 h; AID 686970, 2013; Potency, µM (doses to about 46.1 µM), for inactives: at the highest dose activity, negative = less viability, usual class: cytotoxic; 360,000 tested, 1.6% active;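 note: NT is the 2HG producing partner of a matched IDH1 knockdown line; potency is the fitted concentration of half-maximal effect; 0% = DMSO-treated cells and -100% = media-only wells without cells; nearly all actives have a fitted effect of over 55% in size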
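Compounds were tested in concentration-response format on HT-1080-NT cells for 48 hours at 37 degrees C. Cell viability came from CellTiter-Glo luminescence; curves were classified by r2, response magnitude and activity.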
HT1080 IDH1KD tx – qHTS for induction of synthetic lethality in tumor cells producing 2HG: qHTS for the HT-1080-IDH1KD cell line | AID 686971, 2013 | HT-1080 IDH1 knockdown viability, ATP luminescence, 48 h | 360,000 tested, 2% active | Potency, µM (top dose mostly 46.1 µM), for inactives: at the highest dose activity, negative = toxicity, usual class: cytotoxic;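 note: potency is the fitted concentration of half-maximal effect; 0% = DMSO wells and -100% = cell-free medium wells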
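Luminescent ATP read-out (CellTiter-Glo, 10 min at room temperature) after 48 h compound exposure at 37 °C gave viability of IDH1-knockdown HT-1080 cells. Activity was normalised to DMSO and cell-free wells, then fitted as concentration-response curves.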
* hit, by the source's call; i = inactive; ? = inconclusive; · = not tested or not shown; [ ] = another dose, or the depositor's remark. Unless noted, calls come from the whole dose curve; as a rule, active = well fitted curve in the direction sought with a large enough effect; inconclusive = small, poorly fitted or top-dose-only effect, or another doubt; inactive = no such curve, though single readings can be large; an effect the other way counts as inactive or inconclusive.

SMILES	KB-3-1 tox	KB-V1 MDR tox	MCF10A rereplic	ATXN viability	ATXN2 expr inh	SW480 rerep	IL-1B inflam inh	HT1080-NT tox	HT1080 IDH1KD tx
O=C(OCC(=O)N1CCN(C(=O)c2ccco2)CC1)c1ccccc1NCCO	-6%	5%	1%	i	24%	-7%	-11	1%	-5%
O=C(CCc1ccccc1)N=C1SC2CS(=O)(=O)CC2N1Cc1ccc(F)cc1 (configuration not stated)	?	13%	4%	i	5%	?	-6	2%	-3%
Cc1ccc(C)c(NC(=O)CSc2nnc(CSc3nc(C)cc(C)n3)n2Cc2ccco2)c1	0%	-18%	-1%	i	-10%	-5%	-24	-15%	-6%
Cc1ccc(S(=O)(=O)NNC(=O)c2ccc(NC(=O)C3CC3)cc2)cc1	25%	9%	0%	i	7%	-9%	18	0%	4%
COc1cc(OC)c(S(=O)(=O)N2CCOCC2)cc1S(=O)(=O)N1CCOCC1	4%	22%	2%	i	5%	-9%	7	-1%	0%
CCC(C)c1ccccc1N1CC(C(=O)Nc2ccccc2N2CCCC2)CC1=O (configuration not stated)	·	·	2%	i	0%	-2%	3	6%	-3%
COc1cccc2oc3ccc(C#CC4(N)CCCCC4)cc3c(=O)c12	-2%	?	?	?	?	?	-97*	-1%	-6%
Cc1oc2nc(SCC(=O)Nc3ccc(S(N)(=O)=O)cc3)nc(NC(=O)c3ccccc3)c2c1C	-4%	-2%	?	i	-17%	-18%	2	2%	-7%
COc1ccc(C(=O)Cc2ccccc2)cc1OC	0%	-10%	-5%	i	17%	-699%[inhibitor]	22	16%	5%
Cc1ccc(C2=N/C(=C\c3c(C)nn(-c4ccccc4)c3N3CCCC3)C(=O)O2)cc1	-9%	?	-2%	i	·	6%	10	1%	0%
COC(=O)CN1C(=O)CC(C)(C)S(=O)c2ccccc21 (configuration not stated)	-8%	?	-6%	i	1%	-11%	-4	10%	17%
O=C(NCCCn1ccnc1)c1ccc(NS(=O)(=O)c2ccc(Cl)c(Cl)c2)cc1	1%	0%	-2%	i	1%	?	-3	?	?
COc1ccc(CC(=O)NCc2n[nH]c(=S)n2-c2cccc(C)c2)cc1	11%	?	0%	i	4%	-4%	34	8%	19%
O=C(COC(=O)c1cc[n+]([O-])cc1)Nc1ccc(Cl)cc1Cl	5%	18%	5%	i	-9%	-1%	11	12%	14%
COC(=O)N1C(=O)[C@@](c2ccccc2)(C(C)C)N1C(=O)OC	0%	25%	?	?	-2%	?	?	-1%	-9%
NC(N)=N/N=C(\N=Nc1ccccc1)c1ccc(Cl)cc1	?	?	?	?	-9%	?	-113*	?	-9%
O=C(CCS(=O)(=O)c1ccccc1)Nc1ccc(S(=O)(=O)Nc2nccs2)cc1	-2%	14%	5%	i	-20%	-2%	7	-3%	-3%
O=c1[nH]c(-c2ccccc2)cnc1-c1ccccc1	-4%	8%	7%	?	10%	-5%	-18	14%	20%
COc1ccc(/C=N/NC(=O)c2[nH]nc3c2CCc2ccccc2-3)cc1OC	?	-2%	5.2µM*	?	-7%	?	116	-24%	?
CCOc1ccc(C(=O)NCCCN2CCOCC2)cc1OCC	3%	-3%	4%	i	-14%	14%	10	0%	0%
C[C@@]12C(=O)N(c3cccc(F)c3)C(=O)N1[C@H](c1ccc(Cl)cc1)[C@@H]1C(=O)N(C3CCCCC3)C(=O)[C@@H]12	2%	-2%	?	?	-19%	-11%	-12	?	-24%
Cc1ccc(-c2csc(NC(=O)c3c(C)noc3C)n2)s1	-25%	2%	2%	i	8%	-3%	-10	-1%	?
O=C(CCN1C(=O)S/C(=C\c2ccccc2)C1=O)Nc1ccc(S(=O)(=O)Nc2nccs2)cc1	12%	1%	-2%	i	7%	3%	1	-2%	0%
O=C(C1CCCCC1)N1C[C@H](O)[C@@H](n2cc(-c3ccc(F)cc3)nn2)C[C@@H]1c1ccccc1	5%	-1%	·	?	-3%	·	-24	15%	13%
COc1ccc(O)c(C2(O)C(=O)c3ccccc3C2=O)c1	-2%	6%	0%	i	17%	-4%	5	-14%	-8%

Another view of two compounds above:
> COC(=O)CN1C(=O)CC(C)(C)S(=O)c2ccccc21 (configuration not stated)
  KB-3-1 tox: -8%
  KB-V1 MDR tox: ?
  MCF10A rereplic: -6%
  ATXN viability: i
  ATXN2 expr inh: 1%
  SW480 rerep: -11%
  IL-1B inflam inh: -4
  HT1080-NT tox: 10%
  HT1080 IDH1KD tx: 17%

> O=C(NCCCn1ccnc1)c1ccc(NS(=O)(=O)c2ccc(Cl)c(Cl)c2)cc1
  KB-3-1 tox: 1%
  KB-V1 MDR tox: 0%
  MCF10A rereplic: -2%
  ATXN viability: i
  ATXN2 expr inh: 1%
  SW480 rerep: ?
  IL-1B inflam inh: -3
  HT1080-NT tox: ?
  HT1080 IDH1KD tx: ?

Compounds from the list above that have an aryl thioether with sulfur outside any ring, in the order listed:
SMILES	KB-3-1 tox	KB-V1 MDR tox	MCF10A rereplic	ATXN viability	ATXN2 expr inh	SW480 rerep	IL-1B inflam inh	HT1080-NT tox	HT1080 IDH1KD tx
Cc1ccc(C)c(NC(=O)CSc2nnc(CSc3nc(C)cc(C)n3)n2Cc2ccco2)c1	0%	-18%	-1%	i	-10%	-5%	-24	-15%	-6%
Cc1oc2nc(SCC(=O)Nc3ccc(S(N)(=O)=O)cc3)nc(NC(=O)c3ccccc3)c2c1C	-4%	-2%	?	i	-17%	-18%	2	2%	-7%

Other compounds follow.
SMILES	KB-3-1 tox	KB-V1 MDR tox	MCF10A rereplic	ATXN viability	ATXN2 expr inh	SW480 rerep	IL-1B inflam inh	HT1080-NT tox	HT1080 IDH1KD tx
O=C(NCCN1CCOCC1)c1noc2c1CCc1ccccc1-2	11%	12µM*	-2%	i	31%	-15%	19	5%	-16%
CCCc1cc(=O)oc2cc(C)cc(OCC(=O)N[C@@H](CSCc3ccccc3)C(=O)O)c12	0%	16%	6%	i	4%	-42%[inhibitor]	13	13%	8%
Cn1c(-c2ccccc2)n[nH]c1=S	3%	-17%	1%	i	-11%	-9%	18	?	23%
C[C@@]12C(=O)Nc3cc(F)c(F)cc3C(=O)N1[C@H]1c3cc(Cl)ccc3OC[C@@H]1[C@@H]2c1ccccc1	?	-21%	5%	i	-28%	?	-22	?	?
COC(=O)c1cnc(Nc2cccc(C(F)(F)F)c2)c([N+](=O)[O-])c1	13%	3%	4%	i	9%	5%	-13	-2%	-11%
COc1cc(C)c(C(=O)CSc2nnc(CNC(=O)c3ccco3)n2C)cc1C	?	1%	4%	i	-7%	-4%	-7	10%	5%
O=C1CSC(c2ccc(F)cc2)N1c1nc2ccccc2s1 (configuration not stated)	0%	-20%	1%	i	2%	-6%	27	-1%	1%
CCOc1ccc(-n2c(=O)c3c4c(sc3n(Cc3cccc(Cl)c3)c2=O)CCCC4)cc1	-5%	?	·	i	-2%	·	·	·	·
CCC1CC(C(=O)O)CC(=O)N1 (configuration not stated)	0%	-1%	·	i	1%	·	-3	21%	5%
O=C(N/N=C/c1c(O)ccc2ccccc12)c1ccc(CO)nc1	?	11%	?	i	4µM*	?	114	-16%	?
COc1ccc(CCNC(=O)COc2ncnc3ccccc23)cc1OC	15%	6%	1%	i	11%	-7%	27	16%	13%
C=CCN1C(=O)/C(=C\C=C2\N(C)c3ccccc3C2(C)C)SC1=S	-2%	0%	5%	?	1%	3%	-12	14%	3%
CCCC1(CCC)NC(=O)N(CC(=O)Nc2ccccc2OC)C1=O	0%	-4%	1%	i	-3%	-12%	8	-10%	-1%
CCC1=Nc2cc(C(=O)NCCCOC(C)C)ccc2Sc2ccccc21	?	?	?	i	-18%	?	12	-10%	-15%
Cc1ccc(C(=O)NNC(=S)NC(=O)COc2ccccc2)cc1	5%	13%	-13%	i	0%	-1%	33	?	-23%
O=c1c(OC2OC(CO)C(O)C(O)C2O)c(-c2ccc(O)c(O)c2)oc2cc(O)cc(O)c12 (configuration not stated)	0%	-9%	-4%	i	12%	-37%[inhibitor]	-20	5%	12%
CS(=O)(=O)c1ccccc1-c1nc(-c2ccc([N+](=O)[O-])cc2)no1	4%	-19%	-3%	i	-29%	0%	19	11%	10%
CCN1C(=O)c2ccccc2Sc2ccc(NC(=O)COc3ccc(Cl)cc3)cc21	?	-19%	·	i	?	·	·	·	·
CCC(C)n1c(SCC(=O)/C(C#N)=C(\C)N)nc2ccccc2c1=O (configuration not stated)	-3%	-15%	19%	?	-1%	-9%	-12	12%	1%
C[C@@H]1CN([C@H](C)CO)C(=O)CCCn2cc(nn2)CO[C@H]1CN(C)C(=O)Nc1ccc2c(c1)OCO2	11%	?	·	i	9%	·	19	11%	9%
Cc1ccc(S(=O)(=O)N2C(=O)C(c3ccccc3)SC2=Nc2ccccc2)cc1 (configuration not stated)	-2%	20%	0%	i	9%	0%	18	15%	18%
NC(=S)NNc1cccc(Cl)c1	-1%	2%	-8%	i	-13%	-12%	-4	0%	3%
COc1ccc(C(=O)/C=C/NCc2ccc(C)cc2)cc1	0%	-14%	13µM*	i	11%	21µM*	-4	-19%	3%
CCn1c(SCC(=O)Nc2ccccc2-c2ccccc2)nnc1-c1ccoc1C	?	?	?	i	-22%	?	?	1%	10%
O=C(COc1ccc(F)cc1)NC1CC(=O)N(c2ccc3c(c2)OCCO3)C1 (configuration not stated)	-1%	?	·	i	11%	·	·	·	·
Cn1c(=O)c2c(nc(SCC(=O)Nc3ccccc3N3CCCCC3)n2C)n(C)c1=O	-1%	2%	3%	i	-15%	-5%	-57*	5%	-1%
Cc1ccc(/C=N/NC(=S)NC2CCCCC2)o1	-15%	-22%	0%	i	57%[activator]	24%	20	-5%	-2%
COc1ccc(N2CCN(Cc3nc4ccsc4c(=O)[nH]3)CC2)cc1	1%	1%	-8%	i	0%	2%	2	4%[9.24 µM]	-22%

High-throughput results as filed in PubChem.
